# Source: PubChem BioAssay (several laboratories)
# Mtb FBA inh: Mtb FBA enzyme inhibitors, primary screen, biochemical, fluorescence, strain H37Rv | hit rate 2.3% among 360,000 | inhibition, % at 1 µM | purified M. tuberculosis FBA, fluorescence read-out | AID 588726, 2011; in the data active means inhibition above about 27%;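 further: 0% = vehicle and 100% = reference inhibitor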
# Target sequence (P9WQA3 whole entry, looked up): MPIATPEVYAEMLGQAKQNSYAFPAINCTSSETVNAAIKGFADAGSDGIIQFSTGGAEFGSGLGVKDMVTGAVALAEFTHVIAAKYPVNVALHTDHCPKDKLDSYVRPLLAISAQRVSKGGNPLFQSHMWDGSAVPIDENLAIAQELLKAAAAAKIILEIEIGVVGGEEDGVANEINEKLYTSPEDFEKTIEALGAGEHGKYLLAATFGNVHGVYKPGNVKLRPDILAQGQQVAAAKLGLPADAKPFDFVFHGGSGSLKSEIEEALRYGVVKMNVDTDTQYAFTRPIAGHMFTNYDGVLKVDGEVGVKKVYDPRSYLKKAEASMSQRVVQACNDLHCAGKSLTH
# UGM FP inh: M. tuberculosis UGM enzyme inhibitors, primary screen, biochemical, fluorescence polarization, single point | UDP-galactopyranose mutase (Mycobacterium tuberculosis (strain ATCC 25618 / H37Rv)), … | purified UGM, fluorescence polarization probe displacement | inhibition, % at 10 µM | hit rate 0.06% among 320,000; in the data active means inhibition above about 10%, passing the limit was not always enough; inconclusive means no clear call, values can overlap the other calls
# Target sequence (P9WIQ1 whole entry, looked up): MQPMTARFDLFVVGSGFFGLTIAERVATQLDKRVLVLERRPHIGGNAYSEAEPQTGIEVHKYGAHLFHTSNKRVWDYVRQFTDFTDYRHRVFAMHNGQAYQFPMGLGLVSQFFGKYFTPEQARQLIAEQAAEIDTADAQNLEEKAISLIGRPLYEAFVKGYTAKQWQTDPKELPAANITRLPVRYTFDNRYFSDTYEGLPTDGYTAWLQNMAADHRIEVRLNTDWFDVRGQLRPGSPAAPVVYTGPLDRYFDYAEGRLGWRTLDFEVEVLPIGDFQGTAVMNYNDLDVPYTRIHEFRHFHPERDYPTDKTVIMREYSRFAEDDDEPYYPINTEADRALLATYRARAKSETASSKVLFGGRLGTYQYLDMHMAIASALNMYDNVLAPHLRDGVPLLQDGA
# GDH-TPI counter: GDH-TPI coupling enzyme inhibitors, primary screen, artefact control for M. tuberculosis FBA inhibitor project, biochemical, absorbance, full deck | AID 588335, 2011 | inhibition, % at 4.8 µM | GDH-TPI coupled enzyme counterscreen, NADH absorbance | hit rate 1.2% among 360,000; in the data active means inhibition above about 30%;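 further: 0% = DMSO wells and 100% = wells lacking the enzyme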
# Vc quorum ag: inducers of Vibrio cholerae quorum light production without autoinducers, primary screen, BH1578 luxS cqsA deficient, single point; V. cholerae BH1578 lux reporter, luminescence, 6 h; activation, % at 18.7 µM; hit rate 0.16% among 350,000; AID 588436, 2011; in the data active means activation mostly above about 9.7%, no sharp cut-off; inconclusive means no clear call, values can overlap the other calls; inactive means mostly below about 3.7%; further: not every result past the cut was called active; inactives centre near 0; reference of the scale not given here
# PfHsp40 yeast: rescue of yeast from PfHsp40 toxicity, primary screen, S. cerevisiae, ATP luminescence. S. cerevisiae expressing PfHsp40, growth rescue. growth rescue, % at 12.5 µM. hit rate 0.68% among 340,000; in the data active means growth rescue above about 28%, passing the limit was not always enough; inconclusive means no clear call, values can overlap the other calls;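 further: yeast W303a lacking pdr1 and pdr3 grown in galactose medium; growth measured after three days at 30 °C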
# FadD28 binding: inhibitors of FadD28 bisubstrate probe binding, primary screen, biochemical, fluorescence polarization, single point. hit rate 0.22% among 360,000. inhibition, % at 12.5 µM. AID 588549, 2011. Mycobacterium tuberculosis FadD28 fatty-acid-AMP ligase; in the data active means inhibition above about 8.5%, passing the limit was not always enough; inconclusive means no clear call, values can overlap the other calls
# TcdB inh: TcdB glycohydrolase inhibitors, primary screen, biochemical, single point, plate reader | TcdB glycohydrolase enzymatic assay | inhibition, % at 9.99 µM | hit rate 0.24% among 350,000 | AID 652162, 2013; in the data active means inhibition above about 10%
# Yp Topo-I inh: Yersinia pestis topoisomerase I inhibitors, primary screen, biochemical, cleavage product accumulation, plate reader, single point; hit rate 0.064% among 360,000; DNA topoisomerase I (Yersinia pestis CO92); Y. pestis Topo-I cleavage product accumulation; activity, % at 10 µM; AID 504884, 2011; in the data active means activity above about 50%, passing the limit was not always enough; inconclusive means no clear call, values can overlap the other calls; further: inactives centre near 2
# BioA inh: M. tuberculosis BioA enzyme inhibitors, primary screen, biochemical, plate reader, single point, HTS. inhibition, % at 9.99 µM. purified M. tuberculosis BioA enzyme. hit rate 0.096% among 360,000; in the data active means inhibition above about 40%; inconclusive means no clear call, values can overlap the other calls
# An asterisk follows results filed as active; i = inactive; ? = inconclusive; · = no result given; + = active, no number; & = joins results of further samples.
SMILES,Mtb FBA inh,UGM FP inh,GDH-TPI counter,Vc quorum ag,PfHsp40 yeast,FadD28 binding,TcdB inh,Yp Topo-I inh,BioA inh
CCCc1nnc(NC(=O)c2cn(CC)c3cc(N4CCN(C)CC4)c(F)cc3c2=O)s1,4,-3.0,4,i,·,-0.2,1.0,-10,7.4
Cc1[nH]c2ccccc2c1C(=O)C(=O)N1CCC2(CC1)OCCO2,0,0.0,7,-0.1,-0.1,-0.4,-1.2,-3,·
COc1cccc(CNC(=O)CCS(=O)(=O)c2cc3c(cc2C)NC(=O)CO3)c1,2,-0.5,17,-0.2,-0.9,-0.1,-0.4,-1,-3.1
O=C(NNC(=O)c1ccc(Br)o1)c1ccc(NC(=O)c2ccccc2)cc1,2,0.2,-1,-0.3,2.0,-2.0,2.2,-3,·
O=C(Nc1ccccc1)N(CCCN1CCOCC1)Cc1cc2cc3c(cc2[nH]c1=O)OCCO3,11,-0.4,28,-0.7,-1.2,-1.1,·,10,-0.3
COc1ccc(CC(=O)OCC(=O)NCc2ccc(Cl)cc2)cc1,0,-1.2,8,-0.2,-0.2,-2.9,2.0,-8,·
Cc1cccc(S(=O)(=O)NC(=O)C2(C)CCN2C(=O)Cc2ccsc2)c1 (configuration not stated),-1,·,-1,-4.5,·,-2.3,0.3,-13,-1.5
COc1ccc(NC(=S)NNC(=O)c2ccco2)c(OC)c1,-1,5.2,11,i,4.7,0.0,1.5,0,0.7
O=C(CSc1nnc2c(n1)[nH]c1ccccc12)NCc1ccco1,-6,-1.7,3,-0.9,-0.7,-3.8,1.6,-6,·
COc1ccc(NC(=O)CN2CCN(CC(=O)Nc3ccc(OC)c(OC)c3)CC2)cc1,2,-4.7,-11,-0.7,-1.0,-4.3,·,-10,-0.7
Cc1nn(-c2ccccc2)c2nc(-c3ccccc3)cc(C(=O)N3CCOCC3)c12,7,-0.2,5,-1.3,-0.4,-3.4,2.2,12,·
COc1cccc(C(=O)OCCNC(=O)c2cccnc2)c1,-5,3.9,1,-0.1,-0.6,·,0.7,-8,·
COc1ccc(NC(=O)CN2CCN(S(=O)(=O)c3ccc(Cl)cc3)CC2)cc1Cl,1,·,-3,0.3,0.8,-3.2,·,13,-1.7
CN(C)c1ccc(/C=C/C(=O)c2cccnc2)cc1,-20,-12,3,i,-0.1,-2.6,1.5,3,1.1
CN1CCc2nc3sc(C(=O)C45CC6CC(CC(C6)C4)C5)c(N)c3cc2C1,4,0.6,9,i,?,-4.4,·,-10,-1.8
CCOC(=O)c1ccccc1NC(=O)c1n[nH]c(=O)c2ccccc12,-2,0.5,1,-0.2,-1.5,-1.0,·,5,·
CCC(C)NC(=O)CN1C(=O)NC2(CCOc3ccccc32)C1=O (configuration not stated),1,-1.4,-8,0.4,0.3,-2.8,2.7,1,-4.0
CC(C)CSc1ncc(-c2cccc(C(F)(F)F)c2)cn1,2,0.7,-9,-3.1,-1.3,-1.1,·,21,0.2
COc1ccc([N+](=O)[O-])cc1NC(=O)CCN1CCN(c2ccccc2OC)CC1,-1,-3.0,2,-1.8,-0.2,-1.7,-0.8,3,4.4
COc1ccc(CC(=O)Nc2ccc(C(=O)Nc3nccs3)cc2)cc1OC,4,·,3,-0.9,-0.8,-4.2,1.1,-9,·
CCN(CC)/C(=N\S(=O)(=O)c1ccccc1C)c1ccccc1,3,-2.8,6,-4.2,0.6,-1.0,0.0,-2,·
CCOC(=O)CN1C(=O)S/C(=C/c2cccc([N+](=O)[O-])c2O)C1=O,-6,2.3,-2,-0.2,1.7,-0.4,-0.3,-3,·
O=S(=O)(c1ccc(Cl)s1)N1CCCc2cccc(O)c21,0,2.3,0,·,9.1,1.5,·,3,-0.2
Cc1nn(Cc2ccccc2Cl)c(Cl)c1C(=O)OCC(=O)NC(=O)NC1CCCCC1,2,-1.2,6,-0.4,1.2,-2.3,0.8,-3,·
CCN(CC)c1c2c(c(C#N)c3nc4ccccc4n13)CCC2,1,-1.8,10,i,-0.6,-1.9,·,-2,-1.5
Cc1ccc(NC(=O)CNC(=O)OCc2ccccc2)cc1C,26,0.6,2,-2.7,0.1,1.5,0.2,2,0.3
CCOC(=O)c1sc(NC(=S)NC(=O)C2CC2)cc1C,-3,-0.8,27,-0.2,-1.3,-1.3,1.5,10,0.6
O=C(CSc1nccn1Cc1ccco1)Nc1cccc(F)c1,1,-0.9,4,i,-0.3,0.3,0.6,-3,6.0
CCn1c(=O)c2c(nc3n2CCN3c2ccccc2)n(C)c1=O,1,1.4,7,i,-2.5,0.3,0.5,10,-1.8
Cc1cc2c(c(=O)o1)C(Cc1ccccc1)C(C#N)=C(N)O2 (configuration not stated),5,-1.6,2,0.6,-1.5,0.8,·,-3,-2.2
Cc1ccc2nc(-c3cccc(Br)c3)cc(C(=O)Nn3cnnc3)c2c1,0,5.0,6,-1.6,-0.2,-1.5,2.5,9,·
COC(=O)Cn1c2ccc(F)cc2c2nc(C)sc21,-1,-0.7,23,i,-0.1,-0.6,·,11,0.2
CC1CC(=O)N(CC(=O)N2CCCC2)c2ccccc2S1 (configuration not stated),0,0.3,-3,i,-1.2,-1.2,0.9,-3,·
CCOC(=O)c1cc2c(=O)n3ccccc3nc2n(CCCOC)c1=NC(C)=O,+,3.2,19,-0.4,-1.1,-1.8,·,-8,0.1
CCSc1nnc(NC(=O)CCNS(=O)(=O)c2ccccc2F)s1,0,2.5,-2,-8.8,1.2,-1.5,0.7,7,0.9
Cc1ccc(O)c(C2=NOC(O)(C(F)(F)C(F)F)C2)c1 (configuration not stated),-1,-0.9,-1,i,0.9,-3.8,0.2,4,-0.4
CCCNC(=O)C1(C)CCN(Cc2ccc(Oc3ccccc3)cc2)C1 (configuration not stated),-1,·,5,0.5,·,-3.1,0.4,5,0.0
O=C(CCS(=O)(=O)c1ccccc1)N1CCN(c2ccc(F)cc2)CC1,4,3.0,-10,i,-1.0,-1.9,1.1,3,3.4
Cc1ccnc(NC(=O)CCCc2ccc(N(CCCl)CCCl)cc2)n1,-1,·,4,1.2,0.0,-0.6,-7.5,19,-1.3
O=[N+]([O-])c1ccc(N/N=C/c2ccccc2)c(F)c1,-8,-3.0,12,-0.7,1.0,0.1,-1.0,-7,-2.2
O=P(Nc1ccccc1Cl)(c1ccccc1)c1nc2c(s1)CCCC2 (configuration not stated),-2,-0.4,11,5.3,-1.3,-0.1,·,34,·
CC(C)N(C(=O)CSc1nnc(CSc2ncccn2)n1C)C(C)C,1,-0.2,5,-0.9,1.8,-1.1,2.7,2,-0.7
COc1ccccc1N(CC(=O)N/N=C/c1ccc(SC)cc1)S(C)(=O)=O,3,-0.3,15,i,-0.2,-0.8,·,7,·
CCOc1ccc(N(CC(=O)NC2CCCCC2)C(=O)CCC(=O)Nc2nccs2)cc1,-2,-1.2,-4,-0.4,2.5,-1.9,1.0,-1,-1.0
CCc1ccc(NC(=S)N2CCC(NC(=O)c3ccccc3OC)CC2)cc1,-1,0.5,-2,i,-1.3,-3.0,-0.7,14,0.2

# Next part, starting with the last 2 of the part before.
SMILES,Mtb FBA inh,UGM FP inh,GDH-TPI counter,Vc quorum ag,PfHsp40 yeast,FadD28 binding,TcdB inh,Yp Topo-I inh,BioA inh
CCOc1ccc(N(CC(=O)NC2CCCCC2)C(=O)CCC(=O)Nc2nccs2)cc1,-2,-1.2,-4,-0.4,2.5,-1.9,1.0,-1,-1.0
CCc1ccc(NC(=S)N2CCC(NC(=O)c3ccccc3OC)CC2)cc1,-1,0.5,-2,i,-1.3,-3.0,-0.7,14,0.2
CCn1c(=O)c(CCC(=O)N2CCN(c3ccccn3)CC2)c(C)c2c(C)nn(-c3ccccc3)c21,2,1.2,-3,-0.4,45*,-1.1,-5.6,6,0.5
COC(=O)C1=C(C)NC(=S)NC1c1ccc(OCC(=O)N2CC(C)OC(C)C2)c(OC)c1 (configuration not stated),-2,3.9,5,3.3,-0.8,-3.6,0.1,5,-1.2
Cc1ccccc1-c1nnc(SCC(=O)N(C)c2c(N)n(Cc3ccccc3)c(=O)[nH]c2=O)n1C,1,2.0,3,3.5,0.0,-1.6,2.2,6,·
COc1ccccc1C1C(C#N)=C(N)Oc2cc(C)n(Cc3ccccn3)c(=O)c21 (configuration not stated),1,0.8,14,-0.5,-0.1,-0.6,·,7,-0.9
Fc1ccc(-c2cc(C(F)(F)C(F)F)[nH]n2)cc1,0,0.2,-5,i,·,-3.8,1.9,-5,0.9
CC(C)[C@H](NC(=O)[C@H](Cc1ccccc1)n1c(=O)[nH]c2ccccc2c1=O)C(=O)N1CCC[C@H]1C(=O)O,2,-1.6,-1,-0.6,-0.4,-3.4,1.1,-4,-2.4
O=C(NCCCN1CCOCC1)/C(=C/c1ccc(F)cc1)NC(=O)c1ccccc1,-1,·,6,-0.5,-2.2,-1.3,1.0,1,·
COCCNC(=O)Cn1nc(-c2ccc(C)cc2)c2ccccc2c1=O,1,0.7,-11,1.2,0.7,-2.6,0.4,2,0.8
CCOC(=O)c1cc(=O)c2ccc(OCC(=O)Nc3ccc(F)cc3)cc2o1,0,-1.6,-3,-0.3,1.2,-3.7,-1.5,-3,·
COc1ccc(S(=O)(=O)Nc2ccc3c(c2)C(=O)N([C@@H](C)CO)C[C@H](C)[C@H](CN(C)S(=O)(=O)c2ccc(F)cc2)O3)cc1,-2,-2.2,1,-6.2,1.7,-12,0.6&0.9,12,2.9&-1.0
OCC1(CCc2ccccc2)CCN(Cc2ccc(OC(F)F)cc2)CC1,3,·,2,1.7,1.1,-0.1,-0.3,9,2.8
O=S(=O)(NCc1cn2ccsc2n1)c1ccc2c(c1)OCCO2,1,-3.6,2,-0.2,-1.3,-0.9,·,2,-1.4
O=C(CSc1nccc(=O)[nH]1)c1ccccc1Br,2,2.3,7,-0.2,0.4,0.3,1.2,7,-0.4
CCn1cnc2scc(-c3ccc(C)c(C)c3)c2c1=O,-1,-1.4,1,-0.2,1.7,-1.3,2.3,3,·
Cc1cc(C)cc(NC(=O)c2ccc(S(=O)(=O)NCc3cccnc3)cc2)c1,3,-1.1,0,-1.5,0.5,-1.7,-0.5,12,6.7

# Taken from above:
# Cc1cc(C)cc(NC(=O)c2ccc(S(=O)(=O)NCc3cccnc3)cc2)c1 in GDH-TPI counter → 0
# CCn1cnc2scc(-c3ccc(C)c(C)c3)c2c1=O in FadD28 binding → -1.3

# Next results follow:
SMILES,Mtb FBA inh,UGM FP inh,GDH-TPI counter,Vc quorum ag,PfHsp40 yeast,FadD28 binding,TcdB inh,Yp Topo-I inh,BioA inh
COC(=O)/N=C(/Cc1ccc(OC)cc1)c1ccc(OC)cc1,-4,-3.5,-2,-0.3,4.1,-0.5,0.6,14,-0.8
Cc1ccc(-c2nnc(Nc3ccc(C(N)=O)cc3)c3ccccc23)cc1S(=O)(=O)NCC1CCCO1 (configuration not stated),4,1.5,14,-0.2,2.7,-4.5,1.7,6,·
O=C(Nc1nc2ccccc2s1)C1CC(=O)N(c2ccc(Cl)cc2)C1 (configuration not stated),-1,0.3,-2,i,6.1,-11,·,6,0.7
CC(=O)c1ccc(Nc2nc(C(N)C(C)C)cs2)cc1 (configuration not stated),0,·,27,-4.5,·,-1.8,-0.3,-3,-1.3
Cc1cc(-c2ccccc2)nc(N/N=C/c2ccccc2)n1,4,-2.0,17,-0.2,0.1,-0.8,0.8,-2,-1.6
COC(=O)c1c(-c2cccs2)csc1NC(=O)c1cccnc1,2,-2.0,25,i,7.1,-4.2,·,?,2.1
Cc1cc(C(=O)Nc2ccc(C#N)cc2)on1,2,-0.9,2,i,0.9,-0.4,-0.9,-8,-2.3
Cc1cc([N+](=O)[O-])cc2c1NC(=O)C2(O)N1CCOCC1 (configuration not stated),0,-2.4,10,i,-0.2,-3.9,1.0,0,-0.9
